High-throughput results: PubChem, Sanford-Burnham Center for Chemical Genomics
tim10-1 inh – tim10-1 yeast growth inhibition; inhibition, % at 20 µM; AID 463190; S. cerevisiae tim10-1 ts strain growth, BacTiter-Glo, 24 h; hit rate 2.2% among 330,000;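 active = inhibition of at least 40%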;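 also: mutant grown at 25 °C; 0% = DMSO wells with yeast and 100% = wells holding no yeast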
ATG4B inhibitor – ATG4B (human) cysteine protease inhibition; hit rate 0.51% among 340,000; inhibition, % at 8.33 µM; AID 504462; ATG4B cleavage of LC3-PLA2, NBD-HPC fluorescence, 1 h; Q9Y4P1; in the data active = inhibition above about 40%
Target sequence (Q9Y4P1 whole entry, looked up): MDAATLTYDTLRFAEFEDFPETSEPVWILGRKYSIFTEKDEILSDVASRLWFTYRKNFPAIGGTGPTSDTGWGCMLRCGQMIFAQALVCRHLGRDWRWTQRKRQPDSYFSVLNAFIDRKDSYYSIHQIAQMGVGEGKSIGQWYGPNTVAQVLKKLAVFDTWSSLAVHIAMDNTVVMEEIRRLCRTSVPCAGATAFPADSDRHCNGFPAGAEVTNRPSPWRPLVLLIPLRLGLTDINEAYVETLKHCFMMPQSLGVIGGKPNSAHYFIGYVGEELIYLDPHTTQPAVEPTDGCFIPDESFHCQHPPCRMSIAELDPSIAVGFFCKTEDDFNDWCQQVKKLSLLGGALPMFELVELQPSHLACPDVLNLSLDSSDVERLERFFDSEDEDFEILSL
hIAP activ – increases human intestinal alkaline phosphatase activity; AID 2524; purified human IAP, CDP-Star luminescence, 30 min; hits give high values; 1 = vehicle-only enzyme, 0 = enzyme-free background; hit rate 0.16% among 330,000; P09923; activation factor at 10 µM;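 active = activation factor of the enzyme at least 2-fold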; also: the source names both 10 and 20 µM as test concentration; values of inactives mirror those of a sister screen read the other way
Target sequence (P09923 whole entry, looked up): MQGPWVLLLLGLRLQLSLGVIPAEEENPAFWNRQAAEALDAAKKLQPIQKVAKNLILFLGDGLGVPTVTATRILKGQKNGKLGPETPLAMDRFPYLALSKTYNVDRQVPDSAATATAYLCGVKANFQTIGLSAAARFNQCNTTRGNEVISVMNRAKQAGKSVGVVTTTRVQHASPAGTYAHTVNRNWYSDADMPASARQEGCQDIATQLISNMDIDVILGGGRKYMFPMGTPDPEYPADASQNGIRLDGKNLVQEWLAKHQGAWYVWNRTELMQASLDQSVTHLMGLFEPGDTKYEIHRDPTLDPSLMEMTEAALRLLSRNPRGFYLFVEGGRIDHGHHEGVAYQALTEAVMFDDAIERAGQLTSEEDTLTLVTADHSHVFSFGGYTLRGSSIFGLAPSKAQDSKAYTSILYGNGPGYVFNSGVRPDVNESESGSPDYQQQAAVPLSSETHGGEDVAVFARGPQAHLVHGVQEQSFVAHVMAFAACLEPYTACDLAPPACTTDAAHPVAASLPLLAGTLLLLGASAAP
mIAP activ – mouse IAP activation; muIAP, CDP-Star luminescence, 30 min; hits give high values; 1 = vehicle-only enzyme signal, 0 = enzyme-free wells; activation factor at 10 µM; hit rate 0.24% among 330,000; AID 2805;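 active = activation factor of at least 2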; also: the source names both 10 and 20 µM as test concentration; values of inactives mirror those of a sister screen read the other way
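System: Mouse IAP enzyme | Also added: CDP-Star substrate | Dosing: Compounds dispensed in DMSO | Schedule: 30 min enzyme-substrate-compound incubation at room temperature | Technique: Chemiluminescence readout | Control set: DMSO-only wells and no-enzyme negative control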
Apaf1 inhib – blocks human Apaf-1 apoptosome activity | O14727 | reconstituted apoptosome caspase-3 activity, DEVD-Rh110 fluorescence | inhibition, % at 20 µM | hit rate 0.71% among 330,000 | AID 489030; active = inhibition of at least 40% at 20 µM;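 also: plate controls were DMSO wells for no effect and DEVD-CHO caspase inhibitor wells for full effect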
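Medium: Hepes buffer, pH 7.5 / System: biochemical Apaf-1 apoptosome reconstitution / Measured by: Rh110 fluorescence, excitation 480 nm, emission 540 nm / Times: compound with Apaf-1, dATP, procaspase-3 30 min, then 50 min reaction, room temperature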
mIAP inh – blocks mouse intestinal alkaline phosphatase. purified mouse IAP, CDP-Star luminescence, 30 min. inhibition, % at 10 µM. hit rate 0.2% among 330,000. AID 2806;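 active = inhibition of at least 40% at 10 µM in the primary screen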;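 also: plate controls were DMSO with enzyme for no effect and no enzyme wells for full effect; values of inactives mirror those of a sister screen read the other way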
TIM10 inh – growth inhibitors of TIM10 yeast strain; inhibition, % at 10 µM; AID 463195; hit rate 1.4% among 330,000; S. cerevisiae TIM10 strain growth, BacTiter-Glo luminescence, 24 h;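 active = inhibition of 40% or more at the single tested concentration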;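 also: wild-type TIM10 isogenic control strain grown at permissive 25 °C; 0% = DMSO yeast wells and 100% = minimal medium wells without yeast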
NALP3 yeast inh – NALP3 inhibition in yeast | Yeast reconstituted NLRP3/ASC/caspase-1, beta-gal luminescence, 24 h | hit rate 0.39% among 330,000 | inhibition, % at 10 µM;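 active = inhibition of 50% or more; inactive = inhibition below 50%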;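 also: plate controls were induced DMSO wells for no effect and uninduced yeast grown without galactose for full effect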
hIAP inh – human IAP inhibition; purified IAP, CDP-Star luminescence, 30 min; inhibition, % at 10 µM; hit rate 0.12% among 330,000;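 active = inhibition reaching a set limit with compound at 10 µM in the primary screen, cut at about 35% in these data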;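 also: plate controls were DMSO wells with enzyme for no effect and no-enzyme buffer wells for full effect; values of inactives mirror those of a sister screen read the other way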
Numbers without * were called inactive; / = no result given.

SMILES	tim10-1 inh	ATG4B inhibitor	hIAP activ	mIAP activ	Apaf1 inhib	mIAP inh	TIM10 inh	NALP3 yeast inh	hIAP inh
Cc1cnc(NC(=O)COc2ccccc2)s1	14.3	-4.2	1.04	1.05	4.7	-4.8	0.4	17.7	-4.5
COC(=O)COc1ccc(NC(=O)Cn2nc(-c3ccccc3)c3ccccc3c2=O)cc1	8.6	-9.2	0.948	0.971	-23.4	2.9	5.8	-0.3	5.2
Cc1cccc(NC(=O)CN2CCN(CC(=O)NCc3ccc(Cl)cc3Cl)CC2)c1C	22.8	1.9	0.743	1.07	8.3	-7.4	12.3	25.2	25.7
COc1ccccc1NC(=O)COC(=O)c1ccc(N2CCCC2=O)cc1	-1.0	-2.0	1.02	1.04	8.7	-4.0	7.4	27.1	-2.1
CN1CCC(=O)N([C@H](CO)c2ccccc2)CC1	-5.2	-1.8	0.85	0.99	-4.1	1.0	-5.4	7.5	15.0
Cc1ccnc(NS(=O)(=O)c2ccc(NC(=O)c3ccc(C)o3)cc2)n1	9.9	-0.6	1.11	1.06	0.0	-5.8	-9.7	4.9	-10.7
CC(=O)N1CCc2c(sc(NC(=O)C3CCCN3S(=O)(=O)c3cccs3)c2C#N)C1 (centres undefined)	-1.3	4.7	0.962	0.948	4.8	5.2	2.0	20.8	3.8
Cc1nn(C)cc1C1Nc2ccccc2C(=O)N1O (centres undefined)	-6.6	-8.8	1.18	1.01	0.0	-0.6	2.0	13.6	-17.9
O=C(O)CC(c1cccc2ccccc12)N1Cc2ccccc2C1=O (centres undefined)	14.8	12.0	1.14	1.1	1.9	-9.8	2.7	5.2	-14.3
CC1CN(c2ccc([N+](=O)[O-])cc2C(=O)N2CCOCC2)CC(C)N1 (centres undefined)	-10.4	3.8	0.944	0.991	7.9	0.9	-23.7	-12.2	5.6
COc1ccc(N(C)S(=O)(=O)c2ccc3c(c2)CCN3C(=O)C2CC2)c(OC)c1	26.8	2.7	0.927	0.938	11.9	6.2	-14.2	24.3	7.3
CCC(=O)c1ccc(OCCN2CCOCC2)cc1	-5.3	3.5	0.903	0.86	-12.4	14.0	-3.3	11.9	9.7
O=C(Cc1cccs1)N1CCC(c2nc3c(nnn3Cc3ccccc3Cl)c(=O)[nH]2)CC1	8.5	-11.6	0.974	0.983	12.4	1.7	2.7	9.3	2.6
CC(=O)n1c2ccccc2c2ccccc21	24.7	-10.0	0.891	0.932	0.8	6.8	21.1	12.1	10.9
COCCn1c(SCC(=O)NNC(=O)c2ccccc2)nc2ccccc2c1=O	14.2	14.7	1.19	0.875	-6.6	12.5	7.6	-3.2	-18.6
CCOc1cc(N2CCOCC2)c(OCC)cc1NC(=O)c1c(-c2ccccc2)noc1C	9.3	-8.6	0.994	0.903	6.6	9.7	18.0	15.5	0.6
Cc1nc2ccccc2c(=O)n1/N=C/c1ccc(O)cc1	5.8	-6.0	1.11	0.981	-5.0	1.9	-2.8	10.1	-11.5
COc1cc(C(=S)N2CCCC2)cc(OC)c1OS(=O)(=O)c1ccc(NC(C)=O)cc1	-1.2	-4.2	0.892	1.02	6.1	-1.9	4.9	12.0	10.8
COCC(=O)Nc1nc2ccccc2s1	-12.8	-10.2	0.997	1.02	10.0	-2.4	1.3	9.2	0.3
COc1ccc(NC(=O)N(C)C[C@H]2Oc3ccc(NC(=O)C4CC4)cc3CC(=O)N([C@@H](C)CO)C[C@@H]2C)cc1	8.6	/	1.07	1.11	1.1	-11.2	3.0	4.5	-6.9

The list goes on; it opens with the 4 that closed the last part.
SMILES	tim10-1 inh	ATG4B inhibitor	hIAP activ	mIAP activ	Apaf1 inhib	mIAP inh	TIM10 inh	NALP3 yeast inh	hIAP inh
Cc1nc2ccccc2c(=O)n1/N=C/c1ccc(O)cc1	5.8	-6.0	1.11	0.981	-5.0	1.9	-2.8	10.1	-11.5
COc1cc(C(=S)N2CCCC2)cc(OC)c1OS(=O)(=O)c1ccc(NC(C)=O)cc1	-1.2	-4.2	0.892	1.02	6.1	-1.9	4.9	12.0	10.8
COCC(=O)Nc1nc2ccccc2s1	-12.8	-10.2	0.997	1.02	10.0	-2.4	1.3	9.2	0.3
COc1ccc(NC(=O)N(C)C[C@H]2Oc3ccc(NC(=O)C4CC4)cc3CC(=O)N([C@@H](C)CO)C[C@@H]2C)cc1	8.6	/	1.07	1.11	1.1	-11.2	3.0	4.5	-6.9
Cc1cccc(N2CCN(C(=O)NC3CCCCC3)CC2)c1C	11.5	-5.0	0.827	1.06	4.4	-6.0	23.8	37.9	17.3
CCOC1CCCCC1NS(=O)(=O)c1ccc(Cl)cc1 (centres undefined)	4.5	1.3	1.07	1.03	-9.4	-3.5	2.5	17.0	-6.8
O=C(NCc1ccc2c(c1)OCO2)Nc1ccc(F)cc1	-11.6	2.8	0.86	1.04	7.3	-4.5	-3.0	26.6	14.0
COc1cc(C2=CCN(C(C)=O)CC2)ccc1OC(C)=O	-22.2	-1.2	1.06	1.08	-6.7	-7.9	-3.8	-6.0	-6.3
O=C(O)c1ccccc1N/N=C/c1cc(Br)cc(Br)c1O	-26.2	16.8	1.01	0.913	8.3	8.7	31.1	6.8	-1.5
CC(C)C(C)NC(=O)COC(=O)/C=C/c1ccc(S(=O)(=O)N2CCc3ccccc32)cc1 (centres undefined)	1.9	-5.4	1.03	0.959	5.0	4.1	-2.4	18.2	-3.2
COc1ccc(CN2CCN(Cc3cccc(Oc4ccccc4)c3)CC2)c(OC)c1OC	28.9	16.3	0.938	1.01	21.6	-1.5	12.6	31.7	6.2
Cc1ccc(CN(C)CC(=O)Nc2ccc3c(c2)CCC3)cc1	-17.8	2.3	1.17	1.15	15.3	-14.7	-11.4	34.2	-17.4
Cc1cccc(OCCSc2nncn2C)c1	16.6	-1.3	1.1	1.08	-1.8	-8.1	-21.3	3.3	-10.0
O=C(O)Cc1csc(-c2cccc(F)c2)n1	-2.4	-3.7	1.14	0.948	-1.0	5.2	14.5	-0.2	-14.3
CC(C)n1c(C(O)c2ccc3c(c2)OCO3)nc2ccccc21 (centres undefined)	10.6	-2.1	0.875	0.998	13.6	0.2	-0.7	10.4	12.5
O=C(c1ccccc1)N1CCN(C2CC(=O)N(CCc3ccccc3)C2=O)CC1 (centres undefined)	4.3	4.3	0.874	1.1	-1.8	-9.8	-3.7	-16.3	12.6
CCC(=O)N1C(C(=O)NCc2ccc(OC)cc2)CSC1c1ccc(OC)cc1 (centres undefined)	17.1	-2.2	1.09	1.12	4.0	-12.0	6.3	-0.3	-9.4
Cc1nn2c(NCc3ccccn3)c3c(nc2c1-c1ccccc1)CCC3	25.3	8.5	1.14	1.03	-5.3	-3.3	55.3*	20.3	-13.6
CCC(C)N(C(=O)Cn1nnc2ccccc21)C(C(=O)Nc1ccc(F)cc1)c1cccc(OC)c1 (centres undefined)	18.8	-33.2	1.16	2.31*	4.0	-130.6	24.8	-7.4	-15.8
Cc1cc(C(=O)COC(=O)c2ccc(O)cc2O)c(C)n1C(C)C	34.5	-4.0	1.12	1.14	14.3	-13.6	13.6	1.7	-11.7
CS(=O)(=O)NCc1nnc(SCc2ccc(C(F)(F)F)cc2)o1	-4.0	0.3	1.03	0.981	-8.8	1.9	2.3	22.7	-3.2
CC(=O)Nc1ccc(Sc2ncccc2C(=O)Nc2ccc(F)cc2)cn1	-2.3	0.6	1.04	0.92	-4.1	8.0	-0.4	3.0	-3.9
CC(=O)Nc1sc(N/N=C\c2ccc(O)cc2)nc1-c1cccs1	19.0	-8.2	1.05	0.709	-28.6	29.1	12.1	2.1	-4.9
CCN(CC(=O)Nc1ccc(NC(C)=O)cc1)C(=O)c1oc2c(ccc3ccccc32)c1C	8.4	-8.7	0.871	1.33	8.5	-33.2	13.0	28.1	12.9
CCc1cc2c(=O)c(-c3nc(C)cs3)coc2cc1OC(C)C(=O)NCCO (centres undefined)	16.1	-2.1	1.13	1.02	1.3	-1.8	10.1	3.1	-13.1
COc1cccc(-c2nc(Oc3cccc(C)c3C)c3ccccc3n2)c1O	7.4	5.2	0.869	1.01	10.6	-0.6	-14.2	6.3	13.1
CCOC(=O)C(=O)NC(C)c1ccccc1 (centres undefined)	0.3	3.9	1.02	0.987	-12.3	1.3	7.8	11.0	-1.7
Cc1noc(C)c1S(=O)(=O)N(C)CC(=O)NCc1ccccc1	3.5	5.7	1.15	0.972	-13.6	2.8	5.9	25.1	-14.9
CCOC(=O)c1c(C)[nH]c2ccc(O)cc12	5.1	-6.7	0.832	1.07	11.9	-6.9	1.1	-0.1	16.8
COc1ccc(/C=C/c2c(-c3ccc(OC)cc3)oc3ccccc23)cc1	8.2	7.1	0.933	1.16	13.4	-16.2	-7.3	10.7	6.7
COc1cc(C(C)=O)ccc1OCC(O)CN1CCN(c2ccc(F)cc2)CC1 (centres undefined)	-3.6	1.5	1.17	0.905	0.4	9.5	-4.7	3.1	-16.5
COC(=O)c1ccc(C(=O)Nc2ccc3c(c2)C(=O)NC3=O)cc1	-13.5	3.5	0.91	0.971	-10.9	2.9	-28.2	7.7	9.0
Cn1cccc1C(=O)N1CCN(c2cccc(C(F)(F)F)c2)CC1	29.5	0.3	0.994	0.961	9.3	3.9	14.4	-28.9	0.6
CSCC[C@@H](Nc1nc(-c2ccccc2)nc2c1oc1ccccc12)C(=O)O	21.2	17.0	1	0.952	5.4	4.8	23.1	-0.4	-0.2
CSc1ccc(Cl)c(C(=O)N2CCOc3ccccc32)c1	24.6	3.3	1.06	1.02	10.1	-2.4	-0.2	19.5	-5.6
CCOC(=O)c1cccc(NC(=O)c2ccc(NC(=O)c3ccco3)cc2)c1	-24.1	-4.5	1.38	1.12	-9.5	-12.4	-10.5	3.5	-37.6
COc1ccccc1NC(=O)C(C)OC(=O)CCNS(=O)(=O)c1ccc(C)c(C)c1 (centres undefined)	12.8	-2.3	0.975	1	10.5	-0.3	-7.8	4.6	2.5
C=CCSc1nc2c(cnn2-c2ccccc2)c(=O)n1N	8.3	-1.3	1.1	0.904	-20.7	9.6	15.0	45.1	-9.6
COc1ccc(N(CC(O)CN2C(=O)NC(C)(C)C2=O)S(=O)(=O)c2ccc(C)cc2)cc1 (centres undefined)	6.2	-10.6	1.15	1.08	-4.7	-7.9	3.7	0.3	-14.7
COc1ccc(Oc2cn[nH]c2-c2ccc(O)cc2O)cc1	13.8	1.6	1.51	0.923	-14.8	7.7	9.6	17.0	-51.1
Cc1ccc(C(=O)C(C)OC(=O)CN2C(=O)NC3(CCCC3)C2=O)cc1 (centres undefined)	13.3	0.6	0.93	1.11	2.9	-11.4	0.2	19.5	7.0
CCOc1cc(CNCc2ccncc2)cc(Cl)c1OC	12.2	2.4	1.1	0.981	2.1	1.9	-1.7	8.3	-10.3
Cc1c(Br)c([N+](=O)[O-])nn1CC(=O)Nc1nccs1	23.8	-7.1	0.958	0.961	18.7	3.9	4.0	-0.4	4.2
COc1cc(C(C)=O)ccc1OCC(=O)Nc1ccc(C)c(S(=O)(=O)N2CCCCCC2)c1	16.9	-59.8	0.86	0.925	18.8	7.5	15.8	19.8	14.0
Cc1nonc1OCCn1c([N+](=O)[O-])cnc1C	2.4	-3.3	0.883	1	9.6	-0.1	-3.5	7.6	11.7
